IL2 activator = IL-2 activation | AID 652025 | 360,000 compounds, 0.065% hits | activation, % (series mostly up to about 46 µM) | IL-2 activation reporter assay, cell-based qHTS; stimulated with anti-CD3/CD4/CD28 beads; in transgenic mouse T cells; in the data active = activation above about 50%; inconclusive = mostly about 30% to 49%; note: 0% is about no effect
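Quantitative HTS in unstimulated transgenic mouse T cells, with memory T cells as non-tolerant control and PMA/ionomycin as tolerance-bypass control. Compound pretreatment lasted 60 minutes before 18 h bead stimulation; EGFP/DsRed fluorescence read.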
EPAC1 antag = EPAC1 (human) antagonism. Potency, µM (top dose mostly 115 µM), inactives show at the top dose activity change, negative = inhibition, hits mostly inhibitors. 360,000 compounds, 0.14% hits. O95398. AID 720709. EPAC1 GEF assay, Rap1b-BODIPY-GDP exchange fluorescence;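 note: potency is the fitted concentration of half-maximal effect; plate controls were vehicle for no effect and positive control for full effect; nearly all actives have a fitted effect of over 50% in size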
EPAC1 ag = agonists of human EPAC1 | O95398 | EPAC1 agonist qHTS, biochemical assay; response scale: 100% = response to 6.5 mM cAMP | Potency, µM (top dose mostly 154 µM), without a hit: at the top dose activation, usual class: activators | 360,000 compounds, 0.073% hits | AID 720707; note: potency is the fitted concentration of half-maximal effect; nearly all actives have a fitted effect of over 60% in size
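Normalized to 6.5 mM cAMP, activity reflects EPAC1-catalysed release of BODIPY-GDP from Rap1B, followed kinetically over 30 min at 480 nm excitation, 540 nm emission. Reaction contained 100 nM EPAC1, 250 nM Rap1B-BODIPY-GDP, 50 uM GDP.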
PLK1 PBD block = PLK1 (human) polo-box domain binding inhibition; P53350; Plk1 PBD binding of FITC phosphopeptide, fluorescence polarization; Potency, µM, without a hit: max response, negative = inhibition, hits mostly inhibitors; 360,000 compounds, 2.8% hits; note: potency is the fitted concentration of half-maximal effect; series mostly up to about 57 µM; % is set by controls: 0 for no effect and ±100 for the full control effect; nearly all actives have a fitted effect of over 65% in size
EPAC2 ag = agonists of human EPAC2 (RAPGEF4). Potency, µM (series often up to 154 µM), for inactives: at the highest dose activation, hits mostly activators. Q8WZA2. 360,000 compounds, 0.079% hits. EPAC2 activation, biochemical qHTS; response scale: 100% = 6.5 mM cAMP response; note: potency is the fitted concentration of half-maximal effect; nearly all actives have a fitted effect of over 50% in size
Target sequence (Q8WZA2 whole entry, looked up): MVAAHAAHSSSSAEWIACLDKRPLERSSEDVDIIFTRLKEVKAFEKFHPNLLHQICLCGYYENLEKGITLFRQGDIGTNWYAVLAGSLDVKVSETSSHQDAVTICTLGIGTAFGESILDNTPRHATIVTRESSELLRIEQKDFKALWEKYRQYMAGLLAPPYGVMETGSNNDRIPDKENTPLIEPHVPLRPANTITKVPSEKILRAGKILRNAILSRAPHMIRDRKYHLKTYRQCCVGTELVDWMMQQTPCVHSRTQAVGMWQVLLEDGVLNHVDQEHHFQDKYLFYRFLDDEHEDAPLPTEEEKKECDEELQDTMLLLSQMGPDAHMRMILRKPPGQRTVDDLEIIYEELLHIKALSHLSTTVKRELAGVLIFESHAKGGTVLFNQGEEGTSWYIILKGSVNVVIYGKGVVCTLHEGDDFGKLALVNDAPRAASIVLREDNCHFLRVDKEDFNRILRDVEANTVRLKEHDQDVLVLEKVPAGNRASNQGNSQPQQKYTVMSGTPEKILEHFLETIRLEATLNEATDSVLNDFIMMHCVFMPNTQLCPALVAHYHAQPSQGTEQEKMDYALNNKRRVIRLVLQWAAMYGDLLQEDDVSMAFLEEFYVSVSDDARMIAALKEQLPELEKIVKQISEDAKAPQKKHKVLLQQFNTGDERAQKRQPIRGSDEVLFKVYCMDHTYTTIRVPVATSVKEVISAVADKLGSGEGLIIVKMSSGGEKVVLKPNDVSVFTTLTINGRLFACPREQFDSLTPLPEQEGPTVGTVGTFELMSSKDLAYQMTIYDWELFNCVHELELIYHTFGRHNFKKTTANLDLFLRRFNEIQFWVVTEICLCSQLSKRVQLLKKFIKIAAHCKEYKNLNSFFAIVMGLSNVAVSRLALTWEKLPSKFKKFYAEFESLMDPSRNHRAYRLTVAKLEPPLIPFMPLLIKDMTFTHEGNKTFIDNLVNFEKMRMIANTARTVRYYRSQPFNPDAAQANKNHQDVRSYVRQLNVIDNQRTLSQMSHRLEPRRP
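Fluorescence exchange assay: 100 nM EPAC2 with 250 nM RAP1B-BODIPY-GDP and 50 uM GDP; compounds tested as a concentration-titration series (qHTS). Loss of Rap1-bound BODIPY-GDP fluorescence read at 480/540 nm; data normalized to 6.5 mM cAMP.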
CCT chaperon mod = changes cytosolic chaperonin activity | purified chaperonin ATPase assay, HTRF ADP detection, 30 min | activity change, % (concentration not given with the values), hits read low | 360,000 compounds, 0.3% hits | AID 651819; in the data active = activity change below about -30%; note: % is set by controls: 0 for no effect and ±100 for the full control effect
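First, chaperonin was dispensed at 40 nM or 20 nM final depending on batch activity. Next, compounds were pinned at 76 uM and ATP added at 10 uM. After 30 min at 37 °C, ADP detection reagents ran 30 min at ambient temperature.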
PI5P4Ka inh = inhibitors of human PI5P4K alpha; 330,000 compounds, 1.2% hits; PI5P4Kalpha enzyme, ADP-Glo luminescence, 60 min; hits give low values; P48426; max response, %; active = max response of -50% or lower; inconclusive = between -30% and -50%; inactive = -30% or higher; note: value at the top dose of about 77 µM; % is set by controls: 0 for no effect and ±100 for the full control effect
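Luminescence from ADP-Glo served as readout of PI5P4Kalpha activity in a qHTS format. Reaction: enzyme, substrate, compound, ATP at 5 microM final, 60 min at RT.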
WRN helicase inh = WRN helicase (human) inhibition; Q14191; WRN helicase unwinding, fluorescent forked duplex, kinetic; Potency, µM (top dose mostly 114 µM), for the others: top-dose activity change, negative = inhibition, hits mostly inhibitors; 360,000 compounds, 0.46% hits; AID 651768; note: potency is the fitted concentration of half-maximal effect; % is set by controls: 0 for no effect and ±100 for the full control effect; nearly all actives have a fitted effect of over 55% in size
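Kinetic fluorescence helicase assay: unwinding of a quenched forked DNA duplex (100 nM final) with 2 mM ATP final raises red fluorescence (525/598 nm). Compounds sat 15 min at room temperature with 20 nM WRN beforehand.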
An asterisk follows results filed as active; u = inconclusive; x = not tested or not shown; [ ] = remark or other dose. Unless noted, calls come from the whole dose curve; as a rule, active = well fitted curve in the direction sought with a large enough effect; inconclusive = small, poorly fitted or top-dose-only effect, or another doubt; inactive = no such curve, though single readings can be large; an effect the other way counts as inactive or inconclusive. This is a subset; the hit share may differ from the screen's.

Order of results: CCT chaperon mod	EPAC2 ag	IL2 activator	PLK1 PBD block	WRN helicase inh	EPAC1 ag	EPAC1 antag	PI5P4Ka inh
- O=C(c1noc2c1CCCCC2)N1CCOCC1
 : -2.0	6%	-0.7	2%	-7%	3%	-12%	x
- O=C(O)c1ccc(NS(=O)(=O)c2ccc(C(=O)Nc3ccccc3)cc2)cc1
 : 0.9	3%	-2.2	-2%	u	7%	4%	-17
- O=C(NCC[C@H]1CC[C@@H](NC(=O)C2CCC2)[C@@H](CO)O1)c1cc(Cl)cc(Cl)c1
 : x	2%	0.8	-1%	-2%	0%	1%	5
- CC(=O)Nc1ccc(S(=O)(=O)NC2CC3CCC2C3)cc1 (stereo not drawn)
 : -2.0	12%	-0.1	-19%	2%	5%	-2%	4
- Cc1c(NC(=O)c2cc(-c3ccc(F)cc3)on2)c(=O)n(-c2ccccc2)n1C
 : 0.1	-5%	-3.0	u	-3%	-4%	8%	-1
- S=c1[nH]c(-c2ccccc2)cs1
 : 2.0	13%	-0.1	21µM*	u	6%	-18%	-70*
- CCOc1ccc(-c2c[n+]3c(n2-c2ccccc2)CCCCC3)cc1
 : 0.2	5%	-0.8	-1%	1%	7%	5%	1
- O=C1NCN(C2CCCCC2)CN1
 : 0.4	9%	-0.1	3%	6%	2%	7%	1
- Cc1cc(Br)ccc1OCCN1CCCC1
 : -1.8	4%	-0.6	-12%	8%	-8%	-6%	-1
- COc1ccc(C(=O)O)cc1NC(=S)NC(=O)C(c1ccccc1)c1ccccc1
 : 0.8	-8%	-2.4	60µM*	-11%	-2%	-9%	5
- O=C(Cc1ccccc1)NNC(=O)Nc1cccc(Cl)c1
 : -6.1	5%	0.5	5%	-1%	5%	-4%	-2
- Cc1ccc(CN(C)c2nc(-c3cccnc3)nc3ccccc23)o1
 : 1.0	28%	-3.4	-14%	-6%[11.6 µM]	9%	-9%	-2
- CN(Cc1cnccn1)Cc1nc(Cc2ccccc2F)no1
 : -2.4	1%	-2.2	-3%	-7%	-4%	-1%	3
- S=c1[nH]cc(-c2ccc(Cl)cc2)n1Cc1ccccc1
 : -1.0	2%	-0.1	-16%	11%	-6%	-21%	-1
- Cc1nc2nc(SCC(=O)NCCCN3CCCC(C)C3)nn2c(C)c1Cc1ccccc1Cl (stereo not drawn)
 : -16	5%	-3.2	-16%	-2%	0%	-2%	-3
- O=C(N/N=C/c1cccc([N+](=O)[O-])c1)c1cc(-c2ccc3c4c(cccc24)CC3)n[nH]1
 : -3.7	18%	-0.8	-15%	-3%[11.6 µM]	8%	-26%	-14
- CCC(c1nnnn1Cc1ccc2c(c1)OCO2)N1CCN(c2ccc(F)cc2)CC1 (stereo not drawn)
 : 0.8	12%	-0.9	-10%	-1%	2%	-24%	3
- COC(=O)c1ccccc1S(=O)(=O)N(CCCN1CCOCC1)Cc1cccs1
 : 0.3	-7%	1.9	-11%	0%	6%	-4%	0
- CC1(C(=O)Nc2cccc(OC(F)(F)F)c2)Cc2c(-c3ccc4c(c3)OCO4)ccnc2O1 (stereo not drawn)
 : 2.7	2%	-0.6	5%	-6%	-7%	-14%	5
- Cc1cc(NC(=O)c2ccc(Cl)cc2)ccc1NC(=O)c1ccccc1Cl
 : -1.2	9%	0.6	-9%	-33%	-9%	-20%	4
- CC(C)CN1CCN(Cc2cccn2-c2cccnc2)CC1CCO (stereo not drawn)
 : 0.1	3%	-1.7	-5%	1%[57.1 µM]	7%	u	-3
- Cc1ccccc1OC(C)C(=O)Nc1ccc2c(c1)OCO2 (stereo not drawn)
 : -0.9	18%	-1.0	-8%	2%	11%	4%	1
- CCOC(=O)c1c(C)c(C(=O)NCc2ccco2)c(C)n1Cc1ccccc1
 : 0.5	2%	-1.1	27µM*	-16%[57.1 µM]	-3%	-13%	x
- COc1ccc(CN2CCC(C(=O)NCCc3ccc(OC)c(OC)c3)CC2)c(OC)c1
 : -1.1	-6%	0.4	3%	-1%[57.1 µM]	5%	-3%	-4
- COCCNC(=O)C1(C)CCN(C(=O)c2cc(C)n(C(C)(C)C)n2)C1 (stereo not drawn)
 : -1.0	4%	0.2	-6%	3%	-7%	-1%	0
- O=C(CSc1nnc(Cc2cccs2)n1-c1ccccc1)NC1CCCCC1
 : 0.6	-3%	0.9	-4%	7%	0%	0%	-1
- COc1cc(/C=N\Nc2nc(-c3ccc(C)cc3)c(NC(C)=O)s2)ccc1O
 : -1.1	6%	-0.9	u	-11%	16%	-31%	-15
- O=C(CCn1nc(-c2ccc(Cl)cc2)ccc1=O)NCc1ccccn1
 : -4.6	0%	-0.9	1%	0%	-6%	12%	-7
- COc1cccc(/C=N/NC(=O)c2cc3cc([N+](=O)[O-])ccc3s2)c1O
 : -2.5	u	-0.8	u	35µM*	10%	u	-20
- CSc1ccccc1NS(=O)(=O)c1ccccc1
 : -26	6%	-0.4	-1%	-16%	1%	-10%	-4
- COc1cc(NC(=O)c2ccc([N+](=O)[O-])cc2)ccc1NC(=O)C(C)C
 : 1.6	-8%	-1.0	-3%	-8%	4%	-13%	-2
- O=C(Cc1nn[nH]n1)c1ccccc1O
 : -5.3	-11%	0.4	1%	-13%	7%	-5%	1
- CCOc1ccc(Cl)cc1S(=O)(=O)N1CCC(C(=O)NCc2cccnc2)CC1
 : -0.9	11%	0.8	-5%	10%	-1%	-26%	1
- CCSc1cc(Cl)nc(N)n1
 : -1.1	11%	-2.0	-11%	-8%	4%	-6%	6
- CNC(=O)c1ccc(CN(C)CC(=O)Nc2ccccc2C(=O)NC2CC2)cc1
 : -2.1	-2%	-3.6	3%	7%	0%	0%	-2
- CCOc1ccc(/C=N/NC(=O)c2ccc(F)cc2)cc1CN1CC2CC(C1)c1cccc(=O)n1C2 (stereo not drawn)
 : -0.9	-3%	-0.2	2%	-4%	-11%	-3%	-4
- O=C(c1ccccc1C(F)(F)F)N1CCN(S(=O)(=O)c2ccccc2)CC1
 : 0.0	3%	-0.6	-7%	6%	2%	-1%	x
- CC(=O)c1c(C)n(-c2ccc(Br)cc2)c2ccc(O)cc12
 : -1.8	11%	-0.4	-15%	1%	0%	-19%	0
- CN1CCN(c2ccccc2NC(=O)c2ccc(F)cc2)CC1
 : 1.7	2%	0.4	-4%	1%	7%	-25%	2
- Cc1ccc(NC(=O)/C=C/c2ccc3c(c2)OCO3)cc1S(=O)(=O)N1CCOCC1
 : 0.4	-3%	-0.5	1%	-18%	0%	4%	-2
- CC1(C)CN(Cc2cccnc2)C(=O)[C@H]1CC(=O)Nc1ccc(Br)cc1
 : -0.9	-4%	-1.6	3%	-5%	-6%	3%	-5
- CN(c1ccccc1)S(=O)(=O)c1ccc(C(=O)NCCc2ccc(F)cc2)cc1
 : -1.1	23%	-1.3	-16%	-2%	12%	-27%	-4
- CN(C)c1ccc(NC(=O)c2ccc([N+](=O)[O-])cc2Cl)cc1
 : 2.9	8%	-1.7	-3%	1%[57.1 µM]	14%	-15%	-1
- O=C(CCS(=O)(=O)c1ccc(Cl)cc1)N1CCN(c2ccccc2F)CC1
 : -0.6	8%	-0.6	1%	2%	0%	-7%	6
- Cc1ccc(SCC(=O)N2CCN(c3ccc(F)cc3)CC2)cc1
 : -1.9	-3%	-2.2	5%	0%[57.1 µM]	-2%	-11%	-3
- CCOc1ccc(S(=O)(=O)N2CCN(C(=O)c3ccccc3Cc3ccccc3)CC2)cc1
 : 1.7	-8%	-0.9	4%	4%	-6%	6%	-5
- Cc1[nH]c2ccccc2c1/C=N/Nc1nc(Nc2ccc(F)cc2)nc(N2CCOCC2)n1
 : -0.1	13%	0.9	u	-6%	-7%	3%	2
- CN(CC(=O)Nc1ccccc1Cl)C(=O)CSc1nncs1
 : 1.6	9%	-2.6	1%	-7%	-2%	18%	1
- O=C(NCc1ccccn1)c1nc(-c2cccs2)no1
 : 0.8	12%	-3.1	27µM*	-4%	12%	-15%	0
- CCOC(=O)Cn1c(-c2cccnc2Cl)nc2cc(Cl)c(Cl)cc21
 : 1.3	-1%	0.8	-15%	-9%	3%	3%	x

Going on with the list:
Order of results: CCT chaperon mod	EPAC2 ag	IL2 activator	PLK1 PBD block	WRN helicase inh	EPAC1 ag	EPAC1 antag	PI5P4Ka inh
- O=C(Oc1ccc(F)cc1)c1ccc2c(=O)n3c(nc2c1)CCC3
 : 2.5	12%	-0.9	-4%	-7%	-41%	-5%	-29
- O=C(c1ccccn1)N1CCCC(N2CCN(c3ccc(F)cc3)CC2)C1 (stereo not drawn)
 : 1.5	2%	-1.8	-3%	-3%	5%	-7%	4
- CCN(CC)CCCNC(=O)CCC(=O)Nc1ccc2nc(N3CCC(C)CC3)cc(C)c2c1
 : 0.8	2%	-0.6	-1%	2%	-5%	7%	7
- COc1ccc(CN2CCN(C(=O)C3CCN(S(=O)(=O)c4cccs4)CC3)CC2)c(OC)c1OC
 : 1.0	6%	-0.9	-5%	-1%	3%	-11%	2
- O=C(O)CCC(=O)N1CCN(c2ccc(C(=O)c3ccc(F)cc3)cc2)CC1
 : -0.3	11%	-0.2	-9%	2%	7%	12%	-6
- O=C(CSc1cccc2cccnc12)N/N=C/c1ccc(O)cc1
 : 0.4	10%	-0.4	-20%	-10%	2%	2%	1
- Cc1cccc([C@@H]2[C@@H]3C(=O)N(Cc4ccccc4)C(=O)[C@@H]3[C@]3(Cc4ccccc4)C(=O)N(c4ccc(C(F)(F)F)cc4)C(=O)N23)c1
 : -2.8	-8%	0.6	4%	0%	-12%	-19%	-4
- CC(=O)Nc1ccc(S(=O)(=O)Nc2cc(Cl)ccc2N2CCOCC2)cc1
 : 1.6	-4%	0.1	-2%	-14%	7%	-16%	2
- O=C(Nc1ccc(F)c(Cl)c1)c1cc(C2CCCCN2C(=O)CCc2ccccc2)on1 (stereo not drawn)
 : -0.1	9%	-0.3	4%	-5%	7%	-3%	3
- CCNc1nc(SC(C)C(=O)OC)nc(N(C)C)n1 (stereo not drawn)
 : 2.5	0%	4.0	-3%	-2%	-2%	-13%	2
- COc1ccc(CCNC(=O)c2cnc3ccccn3c2=O)cc1
 : -0.2	-2%	0.0	-3%	-6%	4%	4%	7
- O=S(=O)(c1ccc(Cl)s1)N1CCCc2cccc(O)c21
 : 1.0	10%	-1.1	1%	1%	7%	0%	6
- CCc1ccc(Oc2nnnn2-c2ccc(C(N)=O)cc2)cc1
 : -0.6	9%	-0.3	0%	-9%	5%	5%	3

Screens: PubChem BioAssay, National Center for Advancing Translational Sciences (NCATS)
